hcDAF-12 act: activates DAF-12 receptor from parasite H. contortus. 370,000 tested, 1.4% active. activation, % at 6.8 µM. AID 652067. HEK293 hcDAF-12 lit1-tk-luc reporter, luminescence; 0% DMSO, 100% Δ7-dafachronic acid;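 active = activation above the mean of all tested compounds plus 3 SD, cut at about 5.5% in these data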;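 also: 100% = response to 3 µM Δ7-dafachronic acid high control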
FXN GAA850 act: frataxin GAA850 promoter activation. HEK293 lucGAA850 FXN promoter luciferase reporter, 24 h; percent of 10 µM SAHA response. AID 540364. 360,000 tested, 0.56% active. activation, % at 6 µM;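 active = activation above the average of all compounds screened plus 3 SD, cutoff fixed separately per campaign, cut at about 7.5% in these data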;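 also: 0% = DMSO wells and 100% = 10 µM SAHA wells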
HGIII-sPLA2 inh: Blocks human group III sPLA2 activity | Q9NZ20 | QFRET BODIPY PC-A2 liposome hydrolysis, fluorescence | inhibition, % at 12.2 µM | 370,000 tested, 0.56% active | AID 743126;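 active = inhibition above mean plus 3 SD of compounds lying within the high and low control bounds, cut at about 19% in these data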;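 also: 0% = median of test compound wells and 100% = no enzyme DMSO wells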
ADAM10 inh: ADAM10 inhibition, QFRET primary screen; inhibition, % at 7 µM; 370,000 tested, 0.62% active; recombinant ADAM10, EDANS/DABCYL FRET peptide cleavage, 3 h; O14672;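 active = inhibition above a per-campaign cutoff equal to the mean of compounds falling between control-based bounds plus 3 SD, cut at about 20% in these data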;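 also: 0% = DMSO wells while the 100% control is not disclosed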
DAX1 inh-1: DAX1 (NR0B1) inhibition, primary screen; HEK293T StAR-luciferase reporter, SF-1/DAX-1 repression relief; inhibition, % at 6.8 µM; 370,000 tested, 1.1% active; AID 652010;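 active = inhibition above the mean over all tested compounds plus 3 SD, cut at about 3.6% in these data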;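 also: 0% = DAX-1 cells with DMSO and 100% = cells lacking DAX-1 with DMSO; higher inhibition means more luminescence from relief of DAX-1 repression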
SMARCA2 activ: increases SMARCA2 function in MMTV reporter cells. AID 652017. activation, % at 9.1 µM. 370,000 tested, 1% active. MG213 cells, MMTV-luciferase reporter, dexamethasone, overnight; in the data active = activation above about 7.8%;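 also: 0% = vehicle wells and 100% = reference activator wells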
GC-A act: GC-A (human) enzyme activation; P16066; HEK293 GC-A cells, cGMP TR-FRET, EC30 ANP; 0% at EC30 ANP, 100% saturating ANP; activation, % at 10 µM; 370,000 tested, 0.14% active; AID 1671463; in the data active = activation above about 40%
Target sequence (P16066 whole entry, looked up): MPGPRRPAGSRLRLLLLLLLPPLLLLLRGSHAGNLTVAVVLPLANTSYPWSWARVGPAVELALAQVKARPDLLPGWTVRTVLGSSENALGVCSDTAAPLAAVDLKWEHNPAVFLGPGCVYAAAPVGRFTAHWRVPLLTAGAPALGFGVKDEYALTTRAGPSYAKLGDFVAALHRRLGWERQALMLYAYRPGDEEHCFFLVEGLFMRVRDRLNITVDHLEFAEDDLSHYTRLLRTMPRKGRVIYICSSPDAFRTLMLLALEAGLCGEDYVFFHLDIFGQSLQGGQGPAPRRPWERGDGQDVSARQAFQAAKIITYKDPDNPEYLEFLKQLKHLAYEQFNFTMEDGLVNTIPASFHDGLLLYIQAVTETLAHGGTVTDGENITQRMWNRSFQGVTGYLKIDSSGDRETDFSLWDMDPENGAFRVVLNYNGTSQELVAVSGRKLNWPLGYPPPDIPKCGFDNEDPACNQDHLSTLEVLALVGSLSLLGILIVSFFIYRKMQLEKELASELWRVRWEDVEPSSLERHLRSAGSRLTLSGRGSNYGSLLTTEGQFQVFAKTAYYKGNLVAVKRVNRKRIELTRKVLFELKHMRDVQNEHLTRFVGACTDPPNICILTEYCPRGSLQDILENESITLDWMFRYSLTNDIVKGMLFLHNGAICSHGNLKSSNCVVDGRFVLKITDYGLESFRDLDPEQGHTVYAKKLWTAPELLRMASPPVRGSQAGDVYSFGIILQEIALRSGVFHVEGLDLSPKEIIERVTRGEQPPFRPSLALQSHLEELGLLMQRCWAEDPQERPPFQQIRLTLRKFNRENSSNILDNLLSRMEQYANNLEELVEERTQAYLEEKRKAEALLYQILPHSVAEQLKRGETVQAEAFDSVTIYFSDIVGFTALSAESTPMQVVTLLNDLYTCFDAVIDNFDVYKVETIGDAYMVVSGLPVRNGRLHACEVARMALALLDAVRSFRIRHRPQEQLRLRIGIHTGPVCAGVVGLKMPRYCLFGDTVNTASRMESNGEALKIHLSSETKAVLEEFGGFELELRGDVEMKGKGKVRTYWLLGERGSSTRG
DAX1 inh-2: inhibitors of human orphan nuclear receptor DAX1 (NR0B1) | P51843 | HEK293 Gal4-DAX1 luciferase reporter, luminescence | inhibition, % at 6.75 µM | 340,000 tested, 0.99% active | AID 504766;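 active = inhibition above the mean over all tested compounds plus 3 SD, cut at about 4.2% in these data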;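 also: 0% = DAX1-transfected cells with DMSO and 100% = empty-vector control cells with DMSO; inhibition shows as a rise in luminescence from relieved DAX1 repression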
hgDAF12 agonist: agonists of H. glycines DAF-12 nuclear receptor; HEK293 GAL4-hgDAF12 UAS-luciferase reporter, agonist luminescence; normalized to butyrate control; activation, % at 6.8 µM; 370,000 tested, 1.8% active; AID 687014;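 active = activation above a cutoff set at the mean of all screened compounds plus 3 SD, cut at about 10% in these data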;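 also: 0% = DMSO wells and 100% = sodium butyrate wells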
ssDAF12 agonist: activators of S. stercoralis DAF-12 nuclear receptor; HEK293 ssDAF-12/GRIP1 lit1-tk-luc reporter, luminescence; % of 3 µM dafachronic acid response; activation, % at 6.8 µM; 370,000 tested, 1% active;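 active = activation above the mean over all tested compounds plus 3 SD, cut at about 0.9% in these data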;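 also: 0% = DMSO-only wells and 100% = 3 µM delta7-dafachronic acid wells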
NPR2 activator: GC-B (human) receptor activation | P20594 | 370,000 tested, 0.11% active | HEK293-GC-B cells, CNP EC30, cGMP TR-FRET; 0% at EC30 CNP, 100% saturating CNP | AID 1920062 | activation, % at 10 µM;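 active = activation at 10 µM reaching about 35% in either raw or pattern-adjusted values, limit read from the data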
* marks the source's active call; other numbers are inactive results; nt = not tested or not shown.

SMILES	hcDAF-12 act	FXN GAA850 act	HGIII-sPLA2 inh	ADAM10 inh	DAX1 inh-1	SMARCA2 activ	GC-A act	DAX1 inh-2	hgDAF12 agonist	ssDAF12 agonist	NPR2 activator
COc1ccccc1OCCSc1nc2ccccc2n1CCO	-1.4	2.9	-3	-9	0.5	0	3	-0.6	1.7	-1.0	4
Cc1cccc(OCc2nnc(SCC(=O)N3c4ccccc4CC3C)n2C)c1C (configuration not stated)	-1.8	-1.6	-9	4	-1.6	-4	-6	-0.9	-0.8	-1.5	-5
CCCC(=O)Nc1nnc(S(=O)(=O)N2CCCC2)s1	-3.2	-0.7	-1	-14	-0.3	-4	4	0.6	-0.9	-1.6	5
Cc1noc(C)c1CSc1nnc(-c2ccccc2)o1	0.2	0.9	-3	-3	-0.1	-1	-2	-1.1	1.6	-1.3	2
CCC(c1nnc(SCC(=O)N2CC(=O)Nc3ccccc32)n1Cc1ccccc1)N(C)C (configuration not stated)	1.4	1.1	-3	3	2.3	-1	-2	-0.3	0.0	-0.4	-4
COc1ccc(-c2nc(=S)[nH][nH]2)cc1	-0.8	0.7	3	-4	0.8	2	0	-0.3	1.8	-1.0	-1
CNc1n[nH]c(=S)s1	-0.2	-1.5	-1	6	0.6	0	-2	1.7	4.2	-1.7	9
CSc1ccc(Cl)c(C(=O)N2CCN(c3ncccn3)CC2)c1	-0.1	1.5	10	-27	-0.9	-2	-2	0.7	1.5	-1.2	-5
O=c1cc(CN2CCN(c3ccc(O)cc3)CC2)nc2scc(-c3ccccc3)n12	2.7	-1.2	-4	-7	-2.1	-2	-2	-1.2	-0.9	-0.9	2
CN(C)C(CNC(=O)CCc1nc2ccccc2s1)c1ccccc1 (configuration not stated)	-1.6	-0.2	2	-1	-0.1	-3	1	5.5*	-1.7	-0.5	3
CC1CCN(C2=NC(=O)/C(=C/c3cn(-c4ccccc4)nc3-c3cccc(S(=O)(=O)N(C)C)c3)S2)CC1	0.8	-0.9	2	2	0.5	3	5	-0.7	1.7	-0.8	0
O=C(CCN1C(=O)c2ccccc2C1=O)Nc1sc2c(c1C(=O)NCC1CCCO1)CCC2 (configuration not stated)	-0.4	2.2	3	6	-0.4	3	4	-1.1	-1.5	-1.5	-4
COC(=O)c1ccc(OCC(=O)NC2CCCCCCC2)cc1	-1.1	-0.8	-7	-4	-0.2	4	3	0.4	-1.6	-1.5	4
C/C(=N/NC(=O)c1ccn(C)n1)c1ccncc1	1.9	1.8	5	9	0.0	0	-1	nt	7.1	0.7	-1
CCOC(=O)N1CCN(C(=O)CN(CC)S(=O)(=O)c2cc(C)ccc2OC)CC1	0.3	-0.1	-3	-4	1.3	0	-1	1.0	-1.2	-1.0	-2
S=c1[nH]nc(-c2ccccc2)n1/N=C/c1c[nH]c2ccccc12	0.4	-0.6	-14	8	-0.1	-1	-2	-0.4	-2.5	-1.4	-6
Oc1ccc(Oc2ccc(Oc3ccc(O)cc3)cc2)cc1	0.1	1.2	-59	17	-1.0	-1	1	-2.6	-4.6	-0.9	5
COc1ccc(CCNC(=O)/C=C/C(=O)O)cc1OC	-1.4	0.4	10	-13	0.2	-5	2	-1.9	0.8	-1.5	-1
COc1ccc(/C=C(/NC(=O)c2ccccc2)C(=O)N/N=C/c2sccc2C)cc1	-1.6	0.7	4	1	-0.3	-2	-8	-0.9	-2.3	-0.9	2
CCOC(=O)N1CCN(C(=O)C2CCCN(S(=O)(=O)c3ccc(OCC)cc3)C2)CC1 (configuration not stated)	-4.4	0.8	4	-5	-3.4	-1	-1	-0.8	-5.9	-1.2	-5
CCc1noc(C)c1C(=O)NCCc1c[nH]c2ccccc12	-0.8	0.9	-17	-11	-0.2	-2	0	0.5	-1.4	-0.8	2
O=c1c2ccccc2nc(/C=C/c2cccc([N+](=O)[O-])c2)n1CCO	-1.2	1.1	-4	-2	-0.3	3	8	2.4	-1.3	-2.2	2
COc1ccc(C(=O)[C@H]2[C@H]3C(=O)N(c4ccccc4)C(=O)[C@H]3C3C=CC=NN32)cc1 (some centres not stated)	2.6	2.9	-11	1	-0.2	0	1	nt	1.3	0.9	-8
Cc1cccc(-n2c(SCC(=O)Nc3ncc(Cl)cc3Cl)nc3ccccc32)c1	-1.6	-4.3	-21	12	-2.1	-4	7	-2.4	-2.8	-1.6	15
C[C@@H](C(=O)N1CCNCC1)n1cc(CCC(=O)O)nn1	-1.1	-0.6	10	-3	0.0	-2	3	1.5	0.3	-0.3	2
COc1ccc(C2CC(c3ccc(OC)c(OC)c3)=NN2S(C)(=O)=O)cc1 (configuration not stated)	4.3	8.2*	-5	-2	1.7	3	2	4.6*	13*	0.0	-1
CCc1ccc(NC(=O)NCCN2CCCCC2)cc1	1.2	1.6	6	0	0.2	0	2	0.6	0.4	-1.3	3
CCOc1ccc(OCC)c(NC(=O)CCn2c(=O)oc3ccccc32)c1	-1.9	-3.2	-2	0	-1.2	-4	-4	-0.1	2.0	-1.9	-4
CSc1ccc(CN2C(=O)C(C)ON=C2c2ccccc2F)cc1 (configuration not stated)	-1.8	1.1	3	-11	-1.0	-1	-12	nt	-2.8	-1.2	-5
CC(=O)Nc1ccc(NC(=S)NC(=O)C2CCCC2)cc1	0.1	2.8	4	-9	4.9*	-1	1	0.9	3.8	-0.8	3
COCCn1c(SCC(=O)N2CCCCC2)nc2cccnc21	1.4	1.5	4	5	-0.8	5	0	1.4	-2.1	-1.6	3
COc1ccc(NC(=O)CN(C)C(=O)c2csc3c2CCCC3)cc1	-0.9	-1.7	-14	3	-0.1	-5	-2	-0.7	-2.5	-1.5	0
Cc1nnc(SCC(=O)Nc2ccc(N3CCOCC3)cc2)n1Cc1ccccc1	0.2	-1.0	3	4	0.6	0	-2	0.0	0.7	-0.7	-2
Cc1cc2cc(CNC(=S)NCc3ccccc3)ccc2n1C	-0.2	-1.1	4	-2	-0.2	-1	3	2.1	1.6	-0.9	2
O=C(CC1=NC2(CCCC2)Cc2ccccc21)N1CCOCC1	-0.4	-4.2	6	0	-1.0	1	-6	0.2	2.9	-1.5	-6
CCCCNC(=O)COn1nnc2ccc(S(=O)(=O)N3CCOCC3)cc21	0.1	0.4	-2	3	2.1	3	0	0.3	-0.3	-1.1	-1
CCCCNC(=O)Nc1nnc(-c2ccc(Cl)cc2)o1	-1.5	0.8	4	-6	0.1	1	4	0.4	0.9	-1.3	2
CCNC(=O)Nn1c(C)nnc1C	0.6	1.3	-3	-1	-0.3	0	-2	-0.3	-1.3	-0.7	3
CCOc1ccc(C2C(C#N)=C(N)Oc3cc(C)[nH]c(=O)c32)cc1OC (configuration not stated)	-2.2	-0.4	-2	-5	0.2	-3	0	1.4	-2.3	-1.2	1
COC(=O)CC(NS(=O)(=O)c1cccs1)c1ccc2c(c1)OCO2 (configuration not stated)	-1.0	1.3	5	1	0.3	-2	1	0.6	-0.6	-0.8	-3
CC(C#N)Sc1ccc(S(=O)(=O)N(C)C2CCCCC2)cn1 (configuration not stated)	-1.8	0.3	-4	-7	1.1	-1	0	-0.3	-1.8	-1.6	2
Cc1csc(NC(=O)C2COc3ccccc3O2)n1 (configuration not stated)	7.0*	0.6	1	2	2.8	4	-2	-1.8	7.0	-0.3	-9
Cc1ccc(S(=O)(=O)Nc2ccc(F)c(F)c2O)cc1	-1.1	nt	-32	-4	-0.6	-2	0	nt	3.0	-1.2	7
CCOc1ccccc1N1CCN(C(=O)COc2ccc3c(C)cc(=O)oc3c2)CC1	-2.4	-2.0	0	-105	-1.9	-4	-3	1.1	-4.5	-1.9	-4
CCOC(=O)N1CCN(C(=O)CSc2ccc(-c3ccc(OC)cc3)nn2)CC1	0.3	1.4	3	-1	2.3	-1	-4	0.0	1.1	-1.6	3
CC1=C(C(=O)N(C)C)CC(CC(=O)NCC2CCCCC2)C(=O)N1Cc1ccc(C(C)(C)C)cc1 (configuration not stated)	-2.5	2.2	-1	7	-1.8	-5	1	1.0	-0.2	-1.2	0
CC(C)COC(=O)C1[C@H]2C(=O)N(Cc3cccs3)C[C@]23C=C[C@H]1O3 (some centres not stated)	-0.6	-2.8	6	15	-0.1	-1	5	0.8	0.1	-0.9	0
Cc1ccc2nc(NS(C)(=O)=O)sc2c1	0.3	3.4	0	10	-0.7	0	-1	0.6	0.9	-0.9	3
Cc1ccc(CCNC(=O)Cn2cccc2)cc1	-0.6	1.5	-6	3	0.2	0	1	-0.1	-1.2	-1.2	-1
COCc1cc(N2CCN(C(=O)OC(C)(C)C)C[C@@H]2C)ccc1N1CCN(Cc2ccccc2)[C@H](C)C1	-1.8	nt	10	-4	-0.7	-5	5	nt	4.8	-1.6	6
(list continues)
SMILES	hcDAF-12 act	FXN GAA850 act	HGIII-sPLA2 inh	ADAM10 inh	DAX1 inh-1	SMARCA2 activ	GC-A act	DAX1 inh-2	hgDAF12 agonist	ssDAF12 agonist	NPR2 activator
O=C(CC[C@H]1O[C@@H](n2ccc(=O)[nH]c2=O)[C@H](O)[C@@H]1O)NCc1ccccc1	2.5	nt	2	-1	-0.5	0	1	nt	0.1	-1.0	-4
CCN1CCc2nc(NC(=O)CC(c3ccccc3)c3ccccc3)sc2C1	0.1	0.6	2	-47	0.4	-2	-3	3.0	-0.9	-1.4	6
COc1ccc2c(c1)C(=O)Nc1cc(Cl)ccc1N2	-2.8	2.5	15	3	-0.2	-4	-4	0.1	0.5	-2.4	-6
CCOC(=O)c1cc(C)sc1NC(=O)CN1CCN(C(=O)C2CCCO2)CC1 (configuration not stated)	0.7	2.8	8	-5	-1.7	3	-4	0.5	-0.9	-1.1	1
O=[N+]([O-])c1cc2cccnc2c2ncccc12	-1.2	-1.4	11	0	-0.7	-3	2	nt	-6.6	-1.7	-1
c1ccc(CCc2cccnc2)cc1	-1.0	1.9	17	-16	0.2	-2	-1	-0.1	0.3	-0.8	-11
CCOc1ccc(C(C)=O)cc1COc1ccc(C)nc1[N+](=O)[O-]	-2.7	1.9	-2	-4	-0.8	-2	2	-1.0	-3.1	-1.5	4
COCC(=O)N(C)C[C@H]1N[C@@](C)(C(=O)OC)[C@H]2C(=O)N(Cc3ccccc3)C(=O)[C@@H]12	-0.9	1.2	2	-4	0.2	3	1	-2.0	-2.5	-0.9	1
CCOCCC(=O)Nc1cc(Cl)ccc1OC	-0.1	-3.0	0	4	-1.3	-3	1	0.0	-3.6	-1.0	0
Cc1ccccc1-c1csc(C(C)(O)c2ccccc2)n1 (configuration not stated)	-1.6	1.8	-3	5	-0.8	3	0	nt	2.0	-0.3	-3

Single records (already shown).
O=c1c2ccccc2nc(/C=C/c2cccc([N+](=O)[O-])c2)n1CCO is listed with hcDAF-12 act = -1.2; FXN GAA850 act = 1.1; HGIII-sPLA2 inh = -4; ADAM10 inh = -2; DAX1 inh-1 = -0.3; SMARCA2 activ = 3; GC-A act = 8; DAX1 inh-2 = 2.4; hgDAF12 agonist = -1.3; ssDAF12 agonist = -2.2; NPR2 activator = 2
Cc1noc(C)c1CSc1nnc(-c2ccccc2)o1 is listed with hcDAF-12 act = 0.2; FXN GAA850 act = 0.9; HGIII-sPLA2 inh = -3; ADAM10 inh = -3; DAX1 inh-1 = -0.1; SMARCA2 activ = -1; GC-A act = -2; DAX1 inh-2 = -1.1; hgDAF12 agonist = 1.6; ssDAF12 agonist = -1.3; NPR2 activator = 2
